ABCG2 block: blocks JC-1 efflux by human ABCG2 transporter; Q9UNQ0; IgMXP3 cells, flow cytometry; inhibition, % at 6.6 µM; 190,000 compounds, 0.1% hits; AID 1325;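 active means inhibition above 80%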;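 further: 0% = DMSO and 100% = nicardipine control wells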
Target sequence (Q9UNQ0 whole entry, looked up): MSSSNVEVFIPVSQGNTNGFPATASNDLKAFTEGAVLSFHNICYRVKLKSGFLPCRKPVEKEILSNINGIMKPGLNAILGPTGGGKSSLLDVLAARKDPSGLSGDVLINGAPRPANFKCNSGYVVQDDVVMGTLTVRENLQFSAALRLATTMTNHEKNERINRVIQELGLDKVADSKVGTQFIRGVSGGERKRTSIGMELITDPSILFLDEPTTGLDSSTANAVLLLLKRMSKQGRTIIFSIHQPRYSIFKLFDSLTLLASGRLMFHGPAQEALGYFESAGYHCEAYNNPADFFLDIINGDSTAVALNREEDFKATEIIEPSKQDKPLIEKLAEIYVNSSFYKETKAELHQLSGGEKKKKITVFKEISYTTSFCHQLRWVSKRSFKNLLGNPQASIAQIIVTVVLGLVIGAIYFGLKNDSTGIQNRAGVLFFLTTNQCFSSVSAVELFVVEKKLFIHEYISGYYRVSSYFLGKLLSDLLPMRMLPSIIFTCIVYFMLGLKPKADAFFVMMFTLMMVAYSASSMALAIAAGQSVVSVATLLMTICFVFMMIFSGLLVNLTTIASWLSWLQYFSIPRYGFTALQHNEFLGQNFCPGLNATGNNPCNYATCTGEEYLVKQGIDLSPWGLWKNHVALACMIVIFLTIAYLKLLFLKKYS
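Measure – % inhibition of efflux relative to nicardipine and DMSO · Test system – ABCG2 IgMXP3 and barcoded ABCB1 CCRF-Adr cell mix · Control set – nicardipine as high control, DMSO as low control · Compound – one concentration, 6.6 µM final · Signal – flow cytometry of retained JC-1 fluorescence · Timing – 10 min exposure at 25 °C with rotation, no wash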
Mcl1 Bid PPI: disrupts binding of human Mcl-1 to Bid peptide. 220,000 compounds, 0.97% hits. inhibition, % at 21.7 µM. TR-FRET Mcl-1/Bid-Dy647 peptide binding, 1536-well;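 active means compounds that cut the binding signal by more than half at the single screening dose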;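 further: His-tagged Mcl-1 with europium anti-His antibody binding Bid BH3 peptide; 0% = Mcl-1 plus peptide wells and 100% = peptide-only wells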
Bim-Mcl-1: human Bim-Mcl-1 interaction inhibition; 190,000 compounds, 0.1% hits; inhibition, % at 10 µM; Bead-based flow cytometry, Bim peptide-Mcl-1 binding; Q07820; AID 1009; in the data active means inhibition above about 40%;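 further: 0% = no compound tracer wells and 100% = peptide blocker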
RGS4-Gao reg: modulates binding of RGS4 to human Galphao; Multiplexed bead flow cytometry; actives lie on both sides; binding response (% of control), % at 10 µM; 220,000 compounds, 0.33% hits; AID 1415; in the data active means binding response below about 49% or above about 150%; inactive means in between;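 further: fluorescent Galphao activated with aluminum fluoride binding bead-coupled RGS4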
Target sequence (P09471 whole entry, looked up): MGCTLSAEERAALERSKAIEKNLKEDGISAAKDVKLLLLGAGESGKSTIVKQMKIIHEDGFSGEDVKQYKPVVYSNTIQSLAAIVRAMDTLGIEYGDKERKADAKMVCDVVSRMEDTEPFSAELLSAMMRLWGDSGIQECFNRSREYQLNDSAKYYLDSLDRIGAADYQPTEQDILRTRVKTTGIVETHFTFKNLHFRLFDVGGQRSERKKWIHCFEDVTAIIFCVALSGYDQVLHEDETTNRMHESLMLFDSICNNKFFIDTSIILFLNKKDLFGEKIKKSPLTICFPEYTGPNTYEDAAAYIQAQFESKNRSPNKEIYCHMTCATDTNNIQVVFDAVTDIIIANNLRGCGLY
Avidin fluor: compound fluoresces at 488/530 nm on avidin beads; compound fluorescence 488/530 nm, flow cytometry; hits give high values; fluorescence (KMESF) at 10 µM; 220,000 compounds, 0.38% hits; AID 1775; in the data active means fluorescence above about 47; further: inactives centre near 10
Pf gametocyte: kills late stage P. falciparum gametocytes. P. falciparum stage V gametocytes, ATP luminescence, 24 h. inhibition, % at 10.9 µM. 150,000 compounds, 0.065% hits. AID 743093;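 active means inhibition above the mean plus 3 SD of compounds within the control limits, set per campaign, cut at about 38% in these data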;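 further: 0% = DMSO wells and 100% = medium only without gametocytes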
RGS7-Gao: regulators of human RGS7-Galphao interaction; P09471; Multiplexed bead flow cytometry, RGS7-Galphao binding; actives lie on both sides; binding response (% of control), % at 10 µM; 220,000 compounds, 0.35% hits; AID 1439; in the data active means binding response below about 49% or above about 150%; inconclusive means no clear call, values can overlap the other calls; inactive means in between;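 further: fluorescent Galphao held in activated GDP-AlF4 state binding bead-coupled RGS7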
Mcl1-Noxa inh: Mcl-1/Noxa interaction inhibition | Q07820 | TR-FRET Mcl-1/Noxa peptide binding, 2 h | inhibition, % at 21.7 µM | 220,000 compounds, 1.5% hits | AID 1022;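 active means compounds that cut the protein-peptide binding signal by more than 50% relative to plate controls in a single-dose test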;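 further: His-tagged Mcl-1 with rhodamine Noxa BH3 peptide and terbium anti-His antibody; 0% = Mcl-1 plus Noxa peptide wells and 100% = peptide-only wells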
ABCB1 block: human ABCB1 inhibition, ABCG2 as counter-screen; CCRF-Adr cells, JC-1 efflux, flow cytometry; inhibition, % at 6.6 µM; P08183; 190,000 compounds, 0.067% hits; in the data active means inhibition above about 40%;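 further: 0% = vehicle and 100% = reference inhibitor; higher value means more JC-1 retained so stronger ABCB1 efflux block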
GSH fluor: compound fluoresces at 488/530 nm on GSH beads | GSH beads flow cytometry, compound fluorescence 488/530 nm; hits give high values | fluorescence (KMESF) at 10 µM | 190,000 compounds, 0.25% hits; in the data active means fluorescence above about 89;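 further: glutathione beads carrying GST-tagged Bcl family fusion proteins plus one bare bead set; values are compound well signal with DMSO vehicle wells as background; inactives centre near 16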
RGS8-Gao: modulates binding of RGS8 to human Galphao; P09471; multiplexed bead flow cytometry; actives lie on both sides; response (percent of control binding), % at 10 µM; 220,000 compounds, 0.34% hits; AID 1423; in the data active means response below about 60% or above about 140%; inactive means in between;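 further: Galphao activated as the GDP aluminium fluoride complex binding bead-coupled RGS8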
The depositor's hits bear a star.

For CC1(C(=O)O)CCC(C(=O)Nc2ccccc2O)C1(C)C (stereo not given) the results were ABCG2 block 0.9, Mcl1 Bid PPI -37.7, Bim-Mcl-1 -2.0, RGS4-Gao reg 90.5, Avidin fluor 5, Pf gametocyte -11.9, RGS7-Gao 96.0, Mcl1-Noxa inh 7.6, ABCB1 block 0.1, GSH fluor 40 and RGS8-Gao 100.2.
Screening COc1ccc(Cl)cc1-n1c(N)c(C(N)=O)sc1=S returned ABCG2 block 0.5, Mcl1 Bid PPI -35.8, Bim-Mcl-1 -9.0, RGS4-Gao reg 95.9, Avidin fluor 10, RGS7-Gao 101.4, Mcl1-Noxa inh -7.1, ABCB1 block -1.8, GSH fluor 31 and RGS8-Gao 96.5.
Screening COc1ccc(S(=O)(=O)CC(O)CN2CCCC2=O)cc1 (stereo not given) returned ABCG2 block 0.4, Mcl1 Bid PPI -29.6, Bim-Mcl-1 0.0, RGS4-Gao reg 98.2, Avidin fluor 20, RGS7-Gao 98.2, Mcl1-Noxa inh -3.0, ABCB1 block 0.1, GSH fluor 21 and RGS8-Gao 97.0.
`CCn1c(SCC(=O)N/N=C/C=C\c2ccccc2[N+](=O)[O-])nnc1-c1ccccc1` gave ABCG2 block 5.2, Mcl1 Bid PPI -9.7, Bim-Mcl-1 -1.0, RGS4-Gao reg 99.2, Avidin fluor 37, Pf gametocyte -27.6, RGS7-Gao 101.4, Mcl1-Noxa inh -4.1, ABCB1 block 0.8, GSH fluor 21 and RGS8-Gao 100.6.
C=CCOc1ccc(/C=N\NC(N)=S)cc1 was read as ABCG2 block 13.6, Mcl1 Bid PPI -49.7, Bim-Mcl-1 -5.0, RGS4-Gao reg 99.0, Avidin fluor 10, Pf gametocyte 5.3, RGS7-Gao 99.2, Mcl1-Noxa inh 7.9, ABCB1 block 0.4, GSH fluor 11 and RGS8-Gao 98.8.
For COc1ccccc1NS(=O)(=O)c1cc(NC(=O)c2cnccn2)ccc1N1CCOCC1 the results were Mcl1 Bid PPI -14.4, RGS4-Gao reg 94.3, Avidin fluor 3, Pf gametocyte -10.8, RGS7-Gao inconclusive, Mcl1-Noxa inh 12.2 and RGS8-Gao 100.7.
For CCC1=C(OC(=O)N(CC)CC)N2C(=O)OC(=NCc3ccccc3)[C@]2(C)[C@H]2C1=CC[C@H]1C(=O)N(CC)C(=O)[C@H]12 the results were Mcl1 Bid PPI -49.3, RGS4-Gao reg 98.2, Avidin fluor 9, RGS7-Gao inconclusive, Mcl1-Noxa inh 8.2 and RGS8-Gao 102.3.
Screening Cc1cccc(C)c1NC(=O)CN(c1ccccn1)S(=O)(=O)c1ccc(F)cc1 returned ABCG2 block 2.9, Mcl1 Bid PPI 1.4, Bim-Mcl-1 0.0, RGS4-Gao reg 106.1, Avidin fluor 12, Pf gametocyte 7.9, RGS7-Gao 108.0, Mcl1-Noxa inh -3.1, ABCB1 block 0.6, GSH fluor 10 and RGS8-Gao 106.5.
For COc1cc(/C=N/NC(=O)c2ccncc2)ccc1OC(=O)c1ccccc1Cl the results were ABCG2 block 3.4, Mcl1 Bid PPI -28.3, Bim-Mcl-1 -5.0, RGS4-Gao reg 98.9, Avidin fluor 6, RGS7-Gao 102.0, Mcl1-Noxa inh -5.2, ABCB1 block 1.0, GSH fluor 19 and RGS8-Gao 103.1.
For COc1cc(NC(=S)NCCc2ccc(S(N)(=O)=O)cc2)c(OC)cc1Cl the results were ABCG2 block 4.3, Mcl1 Bid PPI -29.8, Bim-Mcl-1 -3.0, RGS4-Gao reg 102.9, Avidin fluor 9, Pf gametocyte 3.3, RGS7-Gao 113.8, Mcl1-Noxa inh 23.8, ABCB1 block -0.5, GSH fluor 17 and RGS8-Gao 101.1.
For CCCOC(=O)CCc1n[nH]c(=O)[nH]c1=O the results were ABCG2 block 0.1, Mcl1 Bid PPI 1.5, Bim-Mcl-1 1.0, RGS4-Gao reg 108.2, Avidin fluor 16, Pf gametocyte -26.1, RGS7-Gao 104.9, Mcl1-Noxa inh 14.6, ABCB1 block 0.1, GSH fluor 15 and RGS8-Gao 99.9.
CCn1ncc(/C=C/C(=O)Nc2c(C)nn(Cc3ccc(Cl)cc3Cl)c2C)c1C was read as ABCG2 block -0.2, Mcl1 Bid PPI -12.7, Bim-Mcl-1 -1.0, RGS4-Gao reg 98.3, Avidin fluor 11, Pf gametocyte -19.8, RGS7-Gao 101.4, Mcl1-Noxa inh 9.4, ABCB1 block 0.6, GSH fluor 25 and RGS8-Gao 93.5.
Screening O=C(N/N=C/c1ccccc1)c1cc(-c2ccc3c(c2)OCO3)n[nH]1 returned ABCG2 block -6.4, Mcl1 Bid PPI 7.8, Bim-Mcl-1 -15.0, RGS4-Gao reg 99.3, Avidin fluor 2, Pf gametocyte -2.2, RGS7-Gao 100.8, Mcl1-Noxa inh 10.4, ABCB1 block -0.3, GSH fluor 7 and RGS8-Gao 92.1.
Screening CCc1ccc(S(=O)(=O)NC(CC(=O)O)c2ccccc2)cc1 (stereo not given) returned ABCG2 block -11.0, Mcl1 Bid PPI 7.5, Bim-Mcl-1 -3.0, RGS4-Gao reg 77.0, Avidin fluor 28, RGS7-Gao 98.1, Mcl1-Noxa inh 27.1, ABCB1 block -1.0, GSH fluor 27 and RGS8-Gao 87.2.
Screening NC(=O)NC(=O)COC(=O)CNS(=O)(=O)c1ccc(F)c(F)c1F returned Mcl1 Bid PPI -9.5, RGS4-Gao reg 97.5, Avidin fluor 7, Pf gametocyte 7.2, RGS7-Gao inconclusive, Mcl1-Noxa inh 12.3 and RGS8-Gao 99.7.
`CCOc1ccc(C(=O)CCN2CCCCC2)cc1` gave ABCG2 block 22.4, Mcl1 Bid PPI 2.8, Bim-Mcl-1 -4.0, RGS4-Gao reg 100.8, Avidin fluor 30, RGS7-Gao 100.8, Mcl1-Noxa inh 25.2, ABCB1 block 2.5, GSH fluor 24 and RGS8-Gao 99.0.
For COc1ccc(NC(=O)CCC2CCCCC2)cc1S(=O)(=O)N1CCCCC1 the results were ABCG2 block 80.8*, Mcl1 Bid PPI 2.6, Bim-Mcl-1 2.0, RGS4-Gao reg 99.5, Avidin fluor 17, Pf gametocyte 17.6, RGS7-Gao 101.7, Mcl1-Noxa inh 1.6, ABCB1 block 2.3, GSH fluor 12 and RGS8-Gao 92.0.
Screening O=[N+]([O-])c1ccc(S(=O)(=O)Nc2ccc(-c3csc(-c4ccccc4)n3)cc2)cc1 returned ABCG2 block 3.1, Mcl1 Bid PPI -10.3, Bim-Mcl-1 1.0, RGS4-Gao reg 87.0, Avidin fluor 12, RGS7-Gao 91.0, Mcl1-Noxa inh 0.6, ABCB1 block 0.7, GSH fluor 13 and RGS8-Gao 92.9.
For CCC(C)NC(=S)Nc1ccc2nc(N3CCN(CC)CC3)cc(C)c2c1 (stereo not given) the results were ABCG2 block -1.2, Mcl1 Bid PPI -73.7, Bim-Mcl-1 -2.0, RGS4-Gao reg 101.1, Avidin fluor 8, Pf gametocyte -12.1, RGS7-Gao inconclusive, Mcl1-Noxa inh -2.4, ABCB1 block -1.1, GSH fluor 15 and RGS8-Gao 102.0.
For COc1ccc(OC)c(NC(=O)C2CCN(S(C)(=O)=O)CC2)c1 the results were ABCG2 block 15.4, Mcl1 Bid PPI -1.1, Bim-Mcl-1 -3.0, RGS4-Gao reg 98.0, Avidin fluor 12, Pf gametocyte -4.5, RGS7-Gao 98.7, Mcl1-Noxa inh -13.2, ABCB1 block 0.0, GSH fluor 25 and RGS8-Gao 97.7.
For Cc1ccc(/C=N/NC(=O)C(O)c2ccccc2)o1 (stereo not given) the results were Mcl1 Bid PPI -42.5, RGS4-Gao reg 100.2, Avidin fluor 5, Pf gametocyte -18.4, RGS7-Gao inconclusive, Mcl1-Noxa inh -12.7 and RGS8-Gao 98.8.
Screening COc1ccc(CCNC(=O)CSc2ccc(Br)cc2)cc1OC returned ABCG2 block 6.3, Mcl1 Bid PPI -14.2, Bim-Mcl-1 3.0, RGS4-Gao reg 101.0, Avidin fluor 24, Pf gametocyte 8.4, RGS7-Gao 98.6, Mcl1-Noxa inh 5.3, ABCB1 block 1.5, GSH fluor 20 and RGS8-Gao 99.4.
CC1=CS(=O)(=O)CC1Sc1nc2ccccc2[nH]1 (stereo not given) was read as ABCG2 block 8.6, Mcl1 Bid PPI 2.4, Bim-Mcl-1 -4.0, RGS4-Gao reg 100.7, Avidin fluor 14, Pf gametocyte 23.4, RGS7-Gao 98.7, Mcl1-Noxa inh 19.3, ABCB1 block 0.1, GSH fluor 16 and RGS8-Gao 100.1.
Cc1ccc([N+](=O)[O-])cc1N/C=C1\CCc2ccccc2C1=O was read as ABCG2 block 4.1, Mcl1 Bid PPI 10.0, Bim-Mcl-1 4.0, RGS4-Gao reg 97.5, Avidin fluor 5, RGS7-Gao 94.0, Mcl1-Noxa inh 13.7, ABCB1 block 0.3, GSH fluor 13 and RGS8-Gao 85.9.
`Cc1ccc(Nc2nnc(SCC(=O)N(C)C3CCS(=O)(=O)C3)s2)cc1` (stereo not given) gave ABCG2 block 0.0, Mcl1 Bid PPI -14.4, Bim-Mcl-1 0.0, RGS4-Gao reg 104.0, Avidin fluor 7, Pf gametocyte 21.7, RGS7-Gao 106.3, Mcl1-Noxa inh 5.1, ABCB1 block -0.2, GSH fluor 12 and RGS8-Gao 102.8.
Cc1cc(C(=O)NN)c2cc(Br)ccc2n1 was read as ABCG2 block 13.2, Mcl1 Bid PPI -20.2, Bim-Mcl-1 6.0, RGS4-Gao reg 103.3, Avidin fluor 15, RGS7-Gao 98.3, Mcl1-Noxa inh 13.8, ABCB1 block 0.6, GSH fluor 24 and RGS8-Gao 99.7.
COc1cc(CNc2ccc(N3CCCC3)cc2)ccc1OCc1ccccc1 was read as ABCG2 block 33.2, Mcl1 Bid PPI -55.9, Bim-Mcl-1 2.0, RGS4-Gao reg 87.1, Avidin fluor 14, Pf gametocyte -8.6, RGS7-Gao 74.8, Mcl1-Noxa inh 36.1, ABCB1 block 0.2, GSH fluor 6 and RGS8-Gao 79.5.
Screening COC(=O)c1ccc(OCC(=O)c2ccccc2OC)cc1 returned ABCG2 block 4.6, Mcl1 Bid PPI 14.2, Bim-Mcl-1 -3.0, RGS4-Gao reg 101.6, Avidin fluor 14, RGS7-Gao 102.1, Mcl1-Noxa inh 2.6, ABCB1 block 0.3, GSH fluor 20 and RGS8-Gao 101.8.
`COc1cc(OC)c(OC)cc1/C=N/Nc1nc2ccccc2[nH]1` gave Mcl1 Bid PPI -48.2, RGS4-Gao reg 90.0, Avidin fluor 6, Pf gametocyte -1.8, RGS7-Gao inconclusive, Mcl1-Noxa inh 6.4 and RGS8-Gao 98.4.
Screening O=S(=O)([N-]c1nc2ccccc2nc1-n1cc[n+](Cc2ccccc2)c1)c1ccc(Br)cc1 returned Mcl1 Bid PPI -21.7, RGS4-Gao reg 97.8, Avidin fluor 7, Pf gametocyte -17.1, RGS7-Gao inconclusive, Mcl1-Noxa inh -74.3 and RGS8-Gao 99.4.

From PubChem
